AGP1 TOR yeast = alters AGP1-GFP fluorescence in TOR pathway yeast screen. S. cerevisiae AGP1-GFP multiplex flow cytometry, 3 h; GFP as percent of DMSO wells. GFP response vs DMSO, % at 10 µM. 320,000 tested, 0.02% active;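 active means GFP response relative to DMSO above a set limit, near screen average plus 3 SD, cut at about 150% in these data; inconclusive means fewer than 70 cells counted for the yeast strain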;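 further: median GFP channel fluorescence of the gated AGP1 strain per well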
CIT2-GFP yeast = alters CIT2-GFP fluorescence in TOR pathway yeast screen; GFP response vs DMSO, % at 10 µM; 320,000 tested, 0.065% active; S. cerevisiae CIT2-GFP strain, flow cytometry, 3 h; 100 means same as DMSO wells;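 active means GFP response relative to DMSO above a set limit, near the screen mean plus 3 SD, cut at about 150% in these data; inconclusive means Fewer than 70 cells measured for a yeast strain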;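 further: ratio of well median GFP fluorescence to mean of DMSO wells on the plate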
AHR activator = human AHR activation; P35869; AHR-responsive luciferase reporter cells, luminescence; activation, % at 5 µM; 320,000 tested, 2.5% active; in the data active means activation above about 47%;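 further: 0% = vehicle wells and 100% = reference agonist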
Target sequence (P35869 whole entry, looked up): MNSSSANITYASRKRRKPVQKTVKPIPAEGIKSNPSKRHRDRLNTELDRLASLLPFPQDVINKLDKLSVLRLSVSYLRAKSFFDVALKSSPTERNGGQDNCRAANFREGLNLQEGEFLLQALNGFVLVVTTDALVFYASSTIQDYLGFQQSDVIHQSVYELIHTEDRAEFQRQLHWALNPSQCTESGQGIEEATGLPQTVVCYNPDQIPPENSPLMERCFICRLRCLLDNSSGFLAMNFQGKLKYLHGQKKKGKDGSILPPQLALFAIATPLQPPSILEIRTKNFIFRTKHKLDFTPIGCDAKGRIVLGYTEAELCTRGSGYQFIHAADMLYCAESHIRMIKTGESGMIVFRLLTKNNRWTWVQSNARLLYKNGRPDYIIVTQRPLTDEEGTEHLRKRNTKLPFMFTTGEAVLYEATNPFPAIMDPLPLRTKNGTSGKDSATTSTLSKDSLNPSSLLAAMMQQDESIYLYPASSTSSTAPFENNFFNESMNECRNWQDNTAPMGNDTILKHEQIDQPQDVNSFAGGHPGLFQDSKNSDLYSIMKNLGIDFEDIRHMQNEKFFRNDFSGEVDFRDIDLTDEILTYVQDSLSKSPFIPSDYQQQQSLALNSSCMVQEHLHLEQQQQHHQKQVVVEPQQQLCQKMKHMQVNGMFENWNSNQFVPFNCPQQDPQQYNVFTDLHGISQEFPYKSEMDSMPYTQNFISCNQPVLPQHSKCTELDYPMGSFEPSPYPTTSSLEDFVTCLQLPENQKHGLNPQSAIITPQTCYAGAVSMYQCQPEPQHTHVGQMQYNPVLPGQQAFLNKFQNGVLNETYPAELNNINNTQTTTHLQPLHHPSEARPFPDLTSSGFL
MEP2 TOR yeast = yeast TOR pathway MEP2-GFP modulation | S. cerevisiae MEP2-GFP strain, flow cytometry GFP, 3 h; 100% = DMSO control level | 330,000 tested, 0.51% active | GFP response vs DMSO, % at 10 µM;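 active means GFP response versus DMSO above a set limit, roughly screen mean plus 3 SD, cut at about 180% in these data; inconclusive means fewer than 70 cells counted for a yeast strain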;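 further: median GFP fluorescence of the barcode-gated MEP2-GFP cells per well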
procasp7 counter = counter-screen for procaspase-3 activators: activators of human procaspase-7. 330,000 tested, 0.093% active. activation, % at 8.5 µM. P55210. recombinant procaspase-7, Ac-DEVD-pNA absorbance 405 nm; D23A/D198A/D206A triple mutant, cannot self-cleave; scale: DMSO 0, 5 µM enzyme 100. AID 463210;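 active means percent activation above the screen-wide mean plus 3 SD, cut at about 25% in these data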
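Assay system: Uncleavable procaspase-7 mutant enzyme / Input: 2 µM procaspase-7 mutant as dispensed / Dosing: single nominal 8.5 µM compound dose, 0.8% DMSO final / Timing: 1 h enzyme–compound preincubation and 2 h substrate reaction, both 25 °C / Detection: p-Nitroaniline absorbance at 405 nm, read at 0 and 120 min / Replication: singlicate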
LAP4 TOR yeast = alters LAP4-GFP fluorescence in TOR pathway yeast screen. S. cerevisiae LAP4-GFP multiplex, flow cytometry GFP, 3 h; median GFP as percent of DMSO wells. GFP response vs DMSO, % at 10 µM. 320,000 tested, 0.34% active. AID 2023;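 active means GFP response vs DMSO above a set limit, about the screen mean plus 3 SD, cut at about 150% in these data; inconclusive means under 70 cell events counted for the yeast strain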
proCasp3 act = activators of human procaspase-3; recombinant procaspase-3 D3A, Ac-DEVD-pNA absorbance 405 nm; activation, % at 8.5 µM; P42574; AID 463141; 330,000 tested, 0.11% active;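 active means activation above the mean of all tested compounds plus 3 SD, cut at about 21% in these data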;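 further: 0% = DMSO alone and 100% = DMSO wells spiked with extra 5 µM PC-3 D3A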
Target sequence (P42574 whole entry D9A/D28A/D175A): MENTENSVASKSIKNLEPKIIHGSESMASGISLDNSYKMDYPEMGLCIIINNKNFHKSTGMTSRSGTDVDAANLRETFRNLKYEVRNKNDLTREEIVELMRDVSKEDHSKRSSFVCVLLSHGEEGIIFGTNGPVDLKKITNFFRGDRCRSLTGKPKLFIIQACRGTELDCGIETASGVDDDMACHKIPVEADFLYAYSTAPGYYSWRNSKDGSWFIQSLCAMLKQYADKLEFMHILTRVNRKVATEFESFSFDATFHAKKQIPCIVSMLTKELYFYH
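Assay system – Procaspase-3 D3A mutant · Benchmarks – DMSO low control, extra-enzyme high control · Technique – 405 nm absorbance of p-nitroaniline, reads at 0 and 120 min · Doses – 8.5 µM nominal · Measure – % activation between DMSO and enzyme-spiked controls · Also added – Ac-DEVD-pNA chromogenic peptide substrate · Schedule – 1 h compound preincubation, 2 h substrate hydrolysis at 25 °C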
RPL19A TOR yeast = alters RPL19A-GFP fluorescence in TOR pathway yeast screen; S. cerevisiae RPL19A-GFP strain, flow cytometry, 3 h; hits give low values; percent response vs DMSO, % at 10 µM; 330,000 tested, 0.3% active; AID 2025;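 active means percent response vs DMSO below 50%; inconclusive means fewer than 70 events counted for the yeast strain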;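 further: median channel GFP fluorescence of the barcoded RPL19A-GFP strain; ratio of sample median GFP to plate DMSO average so 100% = DMSO; lower means less RPL19A-GFP as with rapamycin TOR inhibition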
The depositor's hits bear a star; ? = inconclusive; . = no result given; [ ] = dose if it differs, or a comment.

canonical_smiles | AGP1 TOR yeast | CIT2-GFP yeast | AHR activator | MEP2 TOR yeast | procasp7 counter | LAP4 TOR yeast | proCasp3 act | RPL19A TOR yeast
CCc1c(C(=O)NCc2ccc3c(c2)OCO3)[nH]c(C)c1C(C)=O | 110 | 97 | 9 | 103 | -4 | 106 | -1 | 99
O=C(/C=C/c1ccc(OCCCF)cc1)NCc1cccc(Cl)c1 | 98 | 98 | -1 | 98 | 8 | 101 | -3 | 97
CN(C)c1cnn(-c2ccccc2)c(=O)c1Cl | 100 | 98 | 0 | 101 | -2 | 95 | 5 | 106
COc1ccc(CNC(=O)C2CCCN(S(=O)(=O)c3ccc(-n4cnnn4)cc3)C2)cc1 (configuration not stated) | 104 | 96 | -1 | 103 | 8 | 88 | 5 | 106
CC1CCCCC1NC(=O)COC(=O)c1ccc2c(c1)OCCO2 (configuration not stated) | 103 | 111 | 0 | 104 | -1 | 99 | 4 | 101
CNC(=O)/C(C#N)=c1\s/c(=C/C(=O)OC)c(=O)n1-c1ccccc1 | 102 | 89 | 8 | 100 | -24 | 97 | -6 | 98
NS(=O)(=O)c1ccc(CCNC(=O)CCc2ccccc2)cc1 | 102 | 95 | 1 | 94 | -8 | 100 | 8 | 95
Cc1ccc(S(=O)(=O)NC(=NCC(=O)O)c2ccc(F)cc2)cc1 | 94 | 99 | 3 | 98 | -8 | 98 | 7 | 100
O=c1c2c(nc(NCCO)n1CC1CCCCC1)-c1ccccc1CC21CCCC1 | 100 | 91 | 4 | 95 | -1 | 94 | -2 | 100
CCOC(=O)c1cn(CC(=O)Nc2cccc(Cl)c2C)nn1 | 104 | 109 | -1 | 103 | 8 | 97 | 2 | 99

Arranged by heavy-atom count (low to high): 3 of the compounds above
canonical_smiles | AGP1 TOR yeast | CIT2-GFP yeast | AHR activator | MEP2 TOR yeast | procasp7 counter | LAP4 TOR yeast | proCasp3 act | RPL19A TOR yeast
CN(C)c1cnn(-c2ccccc2)c(=O)c1Cl | 100 | 98 | 0 | 101 | -2 | 95 | 5 | 106
CCOC(=O)c1cn(CC(=O)Nc2cccc(Cl)c2C)nn1 | 104 | 109 | -1 | 103 | 8 | 97 | 2 | 99
CNC(=O)/C(C#N)=c1\s/c(=C/C(=O)OC)c(=O)n1-c1ccccc1 | 102 | 89 | 8 | 100 | -24 | 97 | -6 | 98

Later entries:
canonical_smiles | AGP1 TOR yeast | CIT2-GFP yeast | AHR activator | MEP2 TOR yeast | procasp7 counter | LAP4 TOR yeast | proCasp3 act | RPL19A TOR yeast
N#C/C(=C\c1cccc([N+](=O)[O-])c1)C(=O)NCC1CCCO1 (configuration not stated) | 93 | 89 | 0 | 87 | 2 | 106 | 1 | 103
O=c1c2ccccc2[nH]c(=S)n1Cc1cccs1 | 98 | 102 | 29 | 101 | -4 | 92 | 0 | 106
COc1ccc(Cl)cc1-n1c(C)cc(C(=O)O)c1C | 95 | 101 | -2 | 99 | 5 | 106 | 9 | 99
CC(=O)c1sc(N/N=C\c2ccc(N(C)C)cc2)nc1C | 97 | 94 | 57* | 109 | -9 | 108 | -9 | 101
C/C(=N\NC(=O)c1cccc(Br)c1)c1ccccn1 | 87 | 96 | 14 | 113 | -12 | 169* | -12 | 111
C=C(C)COc1ccc2c(C)c(CCC(=O)N3C[C@H]4C[C@@H](C3)c3cccc(=O)n3C4)c(=O)oc2c1 | 99 | 100 | -1 | 96 | 8 | 99 | -5 | 100
O=C(COC(=O)CSCC(=O)N1CCCCC1)Nc1ccc(Cl)cc1 | 101 | 86 | 3 | 90 | -6 | 94 | 2 | 98
Cc1ccccc1-n1c(Cn2c(=O)sc3ccccc32)nnc1SCC(=O)Nc1nccs1 | 104 | 95 | 6 | 111 | -3 | 98 | 2 | 97
CCN(C(=O)COC(=O)C1=COCCO1)c1ccccc1 | 90 | 81 | -2 | 90 | -6 | 87 | 2 | 88
O=C1CC(N2CCC(O)(c3ccc(Cl)cc3)CC2)C(=O)N1 (configuration not stated) | 81 | 79 | 1 | 92 | -41 | 81 | -27 | 95
Cn1cccc1C(=O)OCC(=O)N1c2ccccc2NC(=O)C1(C)C | 101 | 98 | 4 | 104 | 6 | 92 | 4 | 100
CCCCCCC(=O)Nc1nc(C)c(-c2csc(Nc3cc(Cl)ccc3OC)n2)s1 | 81 | 79 | 40 | 89 | -9 | 105 | -6 | 96
COc1cccc(CC2(CO)CCCN(Cc3cc4ccccc4[nH]3)C2)c1 (configuration not stated) | 114 | 113 | 15 | 103 | 2 | 105 | -4 | 105
COc1cc(/C=N/NS(=O)(=O)c2ccccc2)c(OC)c(OC)c1 | 96 | 96 | 12 | 104 | -7 | 92 | -9 | 103
CCC(C)OC(=O)c1cc(C)nc2c(Br)cc(Br)cc12 (configuration not stated) | 102 | 90 | -1 | 95 | 5 | 98 | 1 | 98
O=C(O)c1ccc(C2CCCCC2)cn1 | 92 | 93 | -4 | 101 | 5 | 134 | -4 | 98
CC(Oc1ccc(Cl)cc1Cl)C(=O)N(C)c1ccccc1 (configuration not stated) | 100 | 99 | 7 | 101 | -2 | 91 | -2 | 104
CC1(C)Cc2c(ccc3ccccc23)-c2nnc(-c3cccnc3)n21 | 100 | 93 | 1 | 103 | -8 | 102 | 6 | 99
CC1(C)C(=O)Nc2ccccc2N1C(=O)COC(=O)c1cccc(O)c1 | 95 | 95 | 1 | 99 | -4 | 96 | 5 | 95
CC1=CN2C(=NC(=O)CC2(C)C(=O)N(CC(=O)NC2CCCC2)c2ccccc2C)C=C1 (configuration not stated) | ? | . | 0 | 285*[may fluoresce violet] | 8 | 91[may fluoresce violet] | 4 | 36*[may fluoresce violet]
COc1ccccc1NC(=O)CCC(=O)N1CC(C)Oc2ccc(C)cc21 (configuration not stated) | 90 | 89 | 32 | 105 | 1 | 109 | -8 | 95
COCc1c(C(=O)N/N=C\c2cccs2)nnn1-c1nonc1N | 110 | 111 | 11 | 108 | 7 | 106 | -6 | 107
CC1OC(Nc2ccc(OC(F)(F)F)cc2)C(O)C(O)C1O (configuration not stated) | . | 98 | 3 | 100 | 10 | 109 | 12 | 106
COCCNC(=O)CNC(=S)N(CCCN1CCOCC1)Cc1cccs1 | 100 | 97 | -2 | 97 | 9 | 99 | -7 | 99
FC(F)(F)c1cc(-c2ccco2)nc(N2CCN(c3ccccc3)CC2)n1 | 106 | 108 | 9 | 105 | -6 | 99 | -1 | 101
Cc1cccc2c1-c1sc(C(=O)Nc3cccc([N+](=O)[O-])c3C)cc1CO2 | 96 | 106 | 32 | 102 | 19 | 98 | 5 | 107
CSc1ccc(/C=N/N2CCN(Cc3ccccc3Cl)CC2)cc1 | 101 | 100 | 0 | 103 | 8 | 109 | -20 | 99
Cc1ccc(OC(=O)C2CSC3(C)CCC(=O)N23)c(Br)c1 (configuration not stated) | 80 | 72 | 1 | 92 | 2 | 86 | -7 | 86
COc1cccc(N2CC(C(=O)Nc3nnc(SCC(=O)Nc4cc(C)on4)s3)CC2=O)c1 (configuration not stated) | 93 | 96 | 0 | 109 | 4 | 95 | 4 | 95
Cc1ccc2nc(NC(=O)c3ccc(NS(=O)(=O)c4cccs4)cc3)sc2c1 | 94 | 91 | 18 | 102 | -3 | 91 | 0 | 99
CS(=O)(=O)N(CC(=O)NC1CCCC1)Cc1ccc(Cl)cc1 | . | 95 | -6 | 101 | 3 | 98 | -5 | 98
Cc1ccc(C(=O)c2c3ccc([N+](=O)[O-])cc3[n+]([O-])n2CCC(N)=O)cc1 | 81 | 70 | 4 | 89 | -5 | 105 | 7 | 94
O=C1NC2(CCCCC2)Oc2ccccc21 | 81 | 77 | 5 | 86 | -4 | 84 | -10 | 87
Cc1cccc(CSc2nnc(-c3cccs3)n2Cc2ccco2)c1 | 105 | 91 | 2 | 97 | 4 | 98 | -1 | 99
CC(=O)OCC(COC(C)=O)OC(C)=O | 93 | 96 | 0 | 97 | -3 | 108 | -9 | 105
Fc1ccc(C(c2nnnn2C2CCCCC2)N2CCCC2)cc1 (configuration not stated) | 95 | 96 | -1 | 98 | 4 | 101 | -7 | 95
O=c1oc2cc(O)ccc2c2ccccc12 | 89 | 94 | -6 | 94 | -4 | 96 | -3 | 92
O=C(c1cccc(N2C(=O)C3CC=CCC3C2=O)c1)N1CCCc2ccccc21 (configuration not stated) | 107 | 101 | 4 | 101 | 12 | 107 | 0 | 110
Cc1cc(C(=O)CSc2nc(N)cc(N)n2)c(C)n1CCc1ccc(F)cc1 | 103 | 95 | 4 | 106 | 4 | 102 | 0 | 98
Oc1cccc(/C=N/Nc2cc(N3CCCC3)nc(N3CCCC3)n2)c1 | ? | ? | 23 | ? | 1 | ? | -2 | ?
O=C(Nc1cccc(C(=O)N2CCN(Cc3ccccc3)CC2)c1)c1ccccc1 | 101 | 98 | 1 | 97 | 0 | 100 | 1 | 99
O=S(=O)(NCc1ccco1)c1ccc(S(=O)(=O)N2CCCCC2)cc1 | 101 | 100 | -3 | 108 | -11 | 101 | 12 | 96
COc1ccccc1NC(=S)N1CCOCC1 | 97 | 104 | 0 | 102 | -5 | 104 | 3 | 98
CC1(C)CC2CC(C)(CN2S(=O)(=O)c2cccc(N)c2)C1 (configuration not stated) | 87 | 90 | 0 | 93 | -5 | 80 | 1 | 93
CC(/C=C(\NC(=O)c1ccccc1)C(=O)N=Nc1c(O)[nH]c2ccc(C)cc12)=C\c1ccccc1 | 97 | 102 | 27 | 99 | -4 | 91 | -6 | 96

Among those listed so far, 10 contain a Cl atom.
canonical_smiles | AGP1 TOR yeast | CIT2-GFP yeast | AHR activator | MEP2 TOR yeast | procasp7 counter | LAP4 TOR yeast | proCasp3 act | RPL19A TOR yeast
O=C(/C=C/c1ccc(OCCCF)cc1)NCc1cccc(Cl)c1 | 98 | 98 | -1 | 98 | 8 | 101 | -3 | 97
CN(C)c1cnn(-c2ccccc2)c(=O)c1Cl | 100 | 98 | 0 | 101 | -2 | 95 | 5 | 106
CCOC(=O)c1cn(CC(=O)Nc2cccc(Cl)c2C)nn1 | 104 | 109 | -1 | 103 | 8 | 97 | 2 | 99
COc1ccc(Cl)cc1-n1c(C)cc(C(=O)O)c1C | 95 | 101 | -2 | 99 | 5 | 106 | 9 | 99
O=C(COC(=O)CSCC(=O)N1CCCCC1)Nc1ccc(Cl)cc1 | 101 | 86 | 3 | 90 | -6 | 94 | 2 | 98
O=C1CC(N2CCC(O)(c3ccc(Cl)cc3)CC2)C(=O)N1 (configuration not stated) | 81 | 79 | 1 | 92 | -41 | 81 | -27 | 95
CCCCCCC(=O)Nc1nc(C)c(-c2csc(Nc3cc(Cl)ccc3OC)n2)s1 | 81 | 79 | 40 | 89 | -9 | 105 | -6 | 96
CC(Oc1ccc(Cl)cc1Cl)C(=O)N(C)c1ccccc1 (configuration not stated) | 100 | 99 | 7 | 101 | -2 | 91 | -2 | 104
CSc1ccc(/C=N/N2CCN(Cc3ccccc3Cl)CC2)cc1 | 101 | 100 | 0 | 103 | 8 | 109 | -20 | 99
CS(=O)(=O)N(CC(=O)NC1CCCC1)Cc1ccc(Cl)cc1 | . | 95 | -6 | 101 | 3 | 98 | -5 | 98

Bioassay records: PubChem, several laboratories
